Source: PubChem BioAssay
IP6K1 inhibitor – inhibitors of human IP6K1; IP6K1 kinase, ADP-Glo luminescence, 2 h; active compounds read low; actives 0.81% (n = 140,000); activity change, % (series mostly up to about 58 µM); in the data active means activity change below about -25%
Target sequence (Q92551 whole entry, looked up): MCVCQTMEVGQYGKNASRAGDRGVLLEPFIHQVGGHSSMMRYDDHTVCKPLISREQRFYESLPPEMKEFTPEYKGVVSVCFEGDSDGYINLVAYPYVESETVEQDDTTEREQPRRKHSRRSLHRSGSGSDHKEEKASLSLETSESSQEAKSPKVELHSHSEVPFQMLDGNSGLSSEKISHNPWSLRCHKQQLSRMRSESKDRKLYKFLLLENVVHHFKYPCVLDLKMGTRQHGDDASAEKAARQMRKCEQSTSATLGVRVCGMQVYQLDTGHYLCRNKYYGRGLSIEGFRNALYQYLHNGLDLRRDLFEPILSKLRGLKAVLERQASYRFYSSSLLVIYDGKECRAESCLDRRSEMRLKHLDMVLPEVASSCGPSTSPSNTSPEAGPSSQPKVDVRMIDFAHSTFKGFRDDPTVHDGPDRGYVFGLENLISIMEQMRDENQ
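ADP-Glo luminescence measures ADP made by human IP6K1 during a 2 h RT reaction with ATP/IP6 (mix at 1.3 mM/130 uM); top library doses 57.5 and 19.1 uM final.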
Luciferase inh – inhibitors of firefly (Photinus pyralis) luciferase | P08659 | purified P. pyralis luciferase, luminescence, biochemical | Potency, µM (doses to about 115 µM), without a hit: top-dose activity change, negative = inhibition, hits mostly inhibitors | actives 2.5% (n = 76,000) | AID 1347043; further: potency means the concentration at half of the fitted maximal effect; nearly all actives have a fitted effect of over 65% in size
Target sequence (P08659 whole entry, looked up): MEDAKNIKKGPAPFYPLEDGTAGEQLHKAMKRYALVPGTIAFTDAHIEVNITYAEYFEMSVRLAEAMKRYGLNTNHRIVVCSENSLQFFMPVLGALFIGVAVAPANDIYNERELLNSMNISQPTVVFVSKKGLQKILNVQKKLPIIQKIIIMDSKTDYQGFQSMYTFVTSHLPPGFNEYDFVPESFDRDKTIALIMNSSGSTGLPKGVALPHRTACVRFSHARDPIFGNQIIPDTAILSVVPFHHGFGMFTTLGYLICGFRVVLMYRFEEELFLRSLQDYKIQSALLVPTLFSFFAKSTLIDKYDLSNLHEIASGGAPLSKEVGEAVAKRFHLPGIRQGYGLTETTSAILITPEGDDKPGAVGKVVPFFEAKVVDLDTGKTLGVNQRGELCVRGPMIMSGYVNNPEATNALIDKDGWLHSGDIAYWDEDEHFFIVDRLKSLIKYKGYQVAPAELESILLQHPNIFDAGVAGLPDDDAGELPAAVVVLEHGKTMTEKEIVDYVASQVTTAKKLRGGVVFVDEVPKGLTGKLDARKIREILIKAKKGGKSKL
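Purified 10nM P. pyralis luciferase with 10uM D-luciferin and 10uM ATP in 50mM Tris acetate pH 7.5, 10mM Mg acetate, 0.01% Tween-20, 0.05% BSA. qHTS titration; luminescence read by CCD imager.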
SNCA expr inhib – inhibitors of alpha-synuclein (SNCA) gene expression; HEK-293 SNCA-luciferase knock-in, luminescence, 24 h; Potency, µM (doses to about 57.2 µM), for the others: top-dose activity change, negative = inhibition, usual class: inhibitors; actives 0.17% (n = 140,000); AID 1671194;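 further: potency means the concentration at half of the fitted maximal effect; plate controls were DMSO cells for no effect and cell-free wells for full effect; nearly all actives have a fitted effect of over 45% in size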
GPT2 inhibitor – blocks human glutamate pyruvate transaminase 2. Q8TD30. Recombinant GPT2, coupled pyruvate oxidase/HRP Amplex Red fluorescence. Potency, µM (top dose mostly 57.7 µM), without a hit: top-dose activity change, negative = inhibition, usual class: inhibitors. actives 0.25% (n = 100,000); further: potency means the concentration at half of the fitted maximal effect; nearly all actives have a fitted effect of over 60% in size; many of its hits are not listed in these tables
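Recombinant GPT2 (10ng/uL) with 250uM a-KG and 2mM L-alanine, 30 min at room temperature, in HEPES pH 7.5 buffer. Pyruvate detected by pyruvate oxidase/HRP/Amplex Red fluorescence after 30 min in the dark; AOA (50uM) as positive control.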
NIH3T3 tox – kills NIH 3T3 cells | NIH 3T3 viability, CellTiter-Glo ATP luminescence, 48-72 h | Potency, µM (top dose mostly 96.7 µM), for inactives: at the highest dose activity change, negative = cytotoxicity, usual class: inhibitors | actives 4.3% (n = 94,000) | AID 1345082; further: potency means the concentration at half of the fitted maximal effect; nearly all actives have a fitted effect of over 55% in size
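Mouse fibroblast NIH 3T3 cells, 400 per well, received compound via pintool and were incubated for 48 or 72 hr prior to CellTiter-Glo ATP luminescence measurement.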
HEK293 viab – cell viability loss counter-screen. HEK-293-SNCA-luc viability, GF-AFC fluorescence, 24 h. Potency, µM (doses to about 57.1 µM), without a hit: at the highest dose activity change, negative = cytotoxicity, actives largely listed as cytotoxic. actives 0.12% (n = 150,000);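 further: potency means the concentration at half of the fitted maximal effect; 0% = DMSO-treated cells and -100% = medium-only wells without cells; nearly all actives have a fitted effect of over 30% in size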
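HEK-293-SNCA-luc cells (1500/well) plated 24 h, then exposed 24 h to a dilution series; GF-AFC added 30 min at 37C, fluorescence 405/540 nm; normalised to medium-only and DMSO wells, Hill fit.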
HEK cytotox – HEK 293 cell cytotoxicity; HEK 293 viability, ATP luminescence (CellTiter-Glo), 48-72 h; actives 6.6% (n = 94,000); Potency, µM (series often up to 115 µM), without a hit: at the top dose activity change, negative = cytotoxicity, most hits filed as inhibitors; further: potency means the concentration at half of the fitted maximal effect; nearly all actives have a fitted effect of over 60% in size
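Cytotoxicity was scored by loss of ATP-coupled luminescence (CellTiter-Glo) in HEK 293 cells. Compound treatment ran 48 or 72 hr at 37 degree Celsius, 5% CO2, 95% humidity.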
Numbers without * were called inactive; i = inactive; ? = inconclusive; nt = no result given; [ ] = remark or other dose. Unless noted, the call rests on the fitted dose curve; in most records, active means well fitted curve in the direction sought with a large enough effect; inconclusive means small, poorly fitted or top-dose-only effect, or another doubt; inactive means no such curve, though single readings can be large; an effect the other way counts as inactive or inconclusive. Unless noted, on the % scale 0 is the no-effect control and ±100 the full control effect. A portion of the library (hit frequency here may not be typical).

SMILES	IP6K1 inhibitor	Luciferase inh	SNCA expr inhib	GPT2 inhibitor	NIH3T3 tox	HEK293 viab	HEK cytotox
CO[C@H]1[C@H](NC(=O)c2cc3ccccc3[nH]2)c2ccccc2C12CCNCC2	4.7	-0.7%	4.8%	-2.3%	?	-1.1%	?
Cc1noc(C)c1[S+](=O)([O-])N1CCC2(CC1)Cc1ccccc1NC2=O	1.0	0.7%	17.1%	-5.2%	-16.1%	4.0%	?
CC(=O)N1CCC2(CC1)CC(Cc1ccccc1)=NO2	-8.8	nt	-29.8%[87.6 µM]	-5.4%[88.5 µM]	i	4.2%[87.6 µM]	i
COc1ccccc1-c1cc(C(=O)NCc2ccccc2)c2c(-c3ccc(C)cc3)[nH]nc2n1	3.6	nt	-6.8%	nt	nt	-16.5%	nt
CC(=O)c1c(C)nn(CC(=O)N2CCN3C(=O)CN(C)C(=O)C3C2)c1C (stereo not given)	-10.0	10.3%	5.7%	i	i	-0.1%	-6.3%
O=S(=O)(c1ccccc1)N1CCCC(c2nnnn2-c2ccccc2)C1 (stereo not given)	-2.5	-3.1%	0.9%	i	-6.3%	2.7%	-18.5%
COc1ccc(NC(=O)Cn2c(SCc3ccc(C)cc3)nc3cccnc32)cc1OC	19.9	nt	10.2%	nt	nt	-2.9%	nt
Cc1ccccc1Cn1cc(S(=O)(=O)c2ccc(F)cc2)c(=O)c2cc3c(cc21)OCO3	1.8	nt	34.5%[activator]	nt	nt	3.1%	nt
Cc1ccn2c(=O)cc(COc3ccc(NC(=O)COc4ccc(Cl)cc4)cc3)nc2c1	4.1	nt	-3.7%	nt	nt	0.2%	nt
O=C(C1CCC1)N1CCCC(c2noc(COc3ccccc3)n2)C1 (stereo not given)	20.7	-25.9%	164.2%[activator]	i	?	-7.7%[12.5 µM]	?
Cc1cc(C(=O)N2CCCC3(CCC(=O)N(Cc4cccnc4)C3)C2)n(C)n1 (stereo not given)	-7.0	0.5%	30.1%	3.0%[11.5 µM]	-3.7%	-1.6%	1.0%
CCCCNC(=O)c1ccc2c(c1)N=C(CC)c1ccccc1S2	-2.9	nt	-22.5%	nt	nt	-21.4%	nt
O=C(c1ccc2ccccc2n1)N1CCC2(CC1)CC(Cc1cccc(F)c1)CCO2 (stereo not given)	16.1	3.4%	-4.5%	i	?	3.5%	?
CC(=O)N1CC(CO)C2(CCN(C(=O)CC3CCCCC3)CC2)C1 (stereo not given)	3.2	-0.6%	0.1%	-14.8%	-20.4%	-0.1%	1.6%
CCOC(=O)C1=CN(CC(=O)Nc2ccccc2F)S(=O)(=O)N=C1C	13.9	-4.4%	-16.1%	i	-6.2%	?	9.1%
CN1CCN(C(=O)C2CCc3nnc(C4CC4)n32)CC1 (stereo not given)	10.3	nt	8.6%	1.6%	i	1.5%[12.5 µM]	i
CN(Cc1ccc(F)cc1)Cc1ccc(N(C)C)cc1	1.4	-6.8%[172 µM]	7.5%[87.6 µM]	i	?	-15.7%[87.6 µM]	?
COc1ccc(NC(=O)CCCn2c(=O)c3cccn3c3ccccc32)c(OC)c1	9.1	nt	-13.3%	nt	nt	-17.1%	nt
Cc1cnc(CC2CCN(C(=O)CC3CCCC3)CC2)n1Cc1ccc(F)cc1	1.7	6.5%	-20.4%	i	?	-6.6%	?
CCOc1ccc(C2Cn3nnc(-c4nc(C(C)(C)C)no4)c3CO2)cc1 (stereo not given)	3.8	2.6%	21.8%	-9.4%	-13.8%	-11.3%	1.7%
COc1ccc(S(=O)(=O)N2CCC(c3noc(-c4cnccn4)n3)C2)cc1 (stereo not given)	-2.0	6.2%	-3.0%	i	-7.6%	-0.4%	2.2%
O=C(NC1CCN(Cc2ccc(-c3ccsc3)cc2)C1)C1CC1 (stereo not given)	-0.3	nt	31.5%[activator][87.6 µM]	-2.3%[88.5 µM]	?	1.5%[87.6 µM]	?
CCC(C)NC(=O)c1cc(-c2ccc(C(F)(F)F)cc2)nc2c1cnn2C (stereo not given)	-7.1	nt	nt	nt	?	nt	-19.6%
CCc1nc(-c2c3n(c(=O)n(Cc4ccc(F)cc4F)c2=O)CCCCC3)no1	14.7	4.5%	-24.2%	0.3%	-6.2%	-10.4%	4.8%
O=c1cc(-c2ccccc2)c2ccc3c(c2o1)CN(Cc1cccc(Cl)c1)CO3	-7.2	nt	20.8%	nt	nt	?	nt
CS(=O)(=O)c1ncc(Cl)c(C(=O)N2CCN(c3cccc(Cl)c3)CC2)n1	-25.7*	nt	?	nt	nt	?	nt
Cc1cccc(NCc2nc3ccccc3n2CCOc2ccccc2C)c1	-2.1	nt	-3.5%	nt	nt	-2.9%	nt
CCOc1ccc(NC(=O)c2sc3nc4n(c(=O)c3c2C)CCC4)cc1	-2.0	nt	2.6%	nt	nt	7.8%	nt
O=C1NC2(CN(Cc3ccc(C(F)(F)F)cc3)C2)Oc2ccccc21	4.8	-9.9%	17.1%	4.0%	?	9.3%	?
CN(C)c1ccc(CN2CCn3c(nn(-c4cccc(Cl)c4)c3=O)C2)cc1	2.8	nt	40.2%[activator]	i	?	-2.4%	?

One compound at a time, as listed above. Order of screens: IP6K1 inhibitor	Luciferase inh	SNCA expr inhib	GPT2 inhibitor	NIH3T3 tox	HEK293 viab	HEK cytotox
CN(Cc1ccc(F)cc1)Cc1ccc(N(C)C)cc1 in the list: 1.4	-6.8%[172 µM]	7.5%[87.6 µM]	i	?	-15.7%[87.6 µM]	?
CCC(C)NC(=O)c1cc(-c2ccc(C(F)(F)F)cc2)nc2c1cnn2C (stereo not given) in the list: -7.1	nt	nt	nt	?	nt	-19.6%
CN1CCN(C(=O)C2CCc3nnc(C4CC4)n32)CC1 (stereo not given) in the list: 10.3	nt	8.6%	1.6%	i	1.5%[12.5 µM]	i
CCOc1ccc(NC(=O)c2sc3nc4n(c(=O)c3c2C)CCC4)cc1 in the list: -2.0	nt	2.6%	nt	nt	7.8%	nt

Further records:
SMILES	IP6K1 inhibitor	Luciferase inh	SNCA expr inhib	GPT2 inhibitor	NIH3T3 tox	HEK293 viab	HEK cytotox
Cc1ccc2nc(COc3ccccc3NC(=O)Nc3ccc(F)c(Cl)c3)cc(=O)n2c1	-1.3	nt	7.9%	nt	nt	-1.7%	nt
CCNC(=O)N1CCC(Cc2ccc(C(=O)O)cc2)CC1	-2.9	-0.5%	-1.4%	-10.8%	-6.7%	-9.3%	1.3%
CCOc1cc(=O)n2c(c1C(=O)Nc1ccc(OC)cc1OC)CCCC2	-1.6	0.0%	11.7%	?	?	0.1%	?
Cc1cn2nc(C(=O)N3CCCC3)cc2c(=O)[nH]1	1.9	-19.1%	26.3%	1.0%	i	-7.2%	1.7%
O=C1c2ccccc2-[n+]2ccc3c([nH]c4ccccc43)c21	nt	nt	3.04µM*	0.273µM*	nt	?	nt
COC(=O)[C@H](NC(=O)[C@@H]1C[C@H](NC(=O)Nc2ccc(F)cc2F)CN1C(C)=O)C(C)C	-6.8	1.9%	-17.8%	2.4%	0.7%	-4.7%	-5.2%
Cc1cc(=O)[nH]c2nnc(SCc3ccc(F)cc3)n12	-2.7	nt	10.0%	nt	nt	5.3%	nt
CC(=O)N1CCc2c(sc3c2c(=O)n(Cc2ccccc2)c(=O)n3Cc2ccc(C)cc2)C1	20.0	nt	30.3%[activator]	nt	nt	-2.8%	nt
CCCc1noc(CN(C)C(C(=O)O)c2ccc(OC)c(F)c2)n1 (stereo not given)	-5.9	-3.9%	-1.2%	0.1%	i	2.9%	i
CC(C)c1ccc(NC(=O)CSC2=Nc3ccccc3C3=NC(CC(=O)NCc4cccs4)C(=O)N23)cc1 (stereo not given)	-13.1	nt	52.9%	nt	nt	0.3%	nt
Cc1noc(C)c1CNC(=O)[C@H]1CN(Cc2ccccc2)C[C@H]1C(=O)O	2.3	-13.3%	2.4%	2.9%	?	-8.1%	?
Cc1ccc(CNC(=O)c2ccc3c(c2)CN(CC2=Cc4ccccc4OC2)CCO3)cc1	5.1	1.9%	?	i	?	-17.7%	28.2µM*
C[C@]1(CO)C2CC[C@@H](O)[C@@H](CC(=O)N3CCC[C@H]3CO)[C@]2(C)CC[C@H]1OC(=O)NC1CCCCC1 (stereo not given in full)	-1.7	0.0%	-24.2%	-6.1%	-9.1%	2.5%	3.2%
Cc1cc(C)cc(NC(=O)CSc2nc(=O)n(Cc3ccccn3)c3c2CCC3)c1	5.3	nt	0.8%	nt	nt	-5.1%	nt
O=C(c1cccc(Cl)c1)N1CCC(c2nn(-c3ccc(Cl)cc3)c(=O)[nH]2)CC1	7.3	4.9%	4.9%	-7.1%	?	-8.5%	?
O=C1N[C@@H]2CCN(S(=O)(=O)c3cccc(F)c3)[C@@H]2C(=O)N1c1ccc(F)cc1	-8.5	-2.0%[172 µM]	?	-8.4%[88.5 µM]	-15.6%[174 µM]	3.0%[87.6 µM]	i
C=CCN1CC2(CCC1=O)CCN(C(=O)C(C)n1cc(C)cn1)CC2 (stereo not given)	3.8	-0.8%	-1.6%	-8.1%	-0.4%	-2.2%	i
CN1CCN(Cc2cc(F)ccc2Cl)CC12CCNC(=O)CC2 (stereo not given)	-0.1	10.9%	-15.5%	1.5%	4.7%	-8.2%	i

Arranged by SMILES length (ascending): 3 of the compounds above.
SMILES	IP6K1 inhibitor	Luciferase inh	SNCA expr inhib	GPT2 inhibitor	NIH3T3 tox	HEK293 viab	HEK cytotox
CN1CCN(Cc2cc(F)ccc2Cl)CC12CCNC(=O)CC2 (stereo not given)	-0.1	10.9%	-15.5%	1.5%	4.7%	-8.2%	i
C=CCN1CC2(CCC1=O)CCN(C(=O)C(C)n1cc(C)cn1)CC2 (stereo not given)	3.8	-0.8%	-1.6%	-8.1%	-0.4%	-2.2%	i
Cc1noc(C)c1CNC(=O)[C@H]1CN(Cc2ccccc2)C[C@H]1C(=O)O	2.3	-13.3%	2.4%	2.9%	?	-8.1%	?
